Compound activity: PubChem BioAssay, several laboratories
NCOA1 inh: SRC1 coactivator transcriptional activity inhibitors, primary screen, cell-based, luminescence | Nuclear receptor coactivator 1 (Homo sapiens), Q15788 | HEK293 GAL4-SRC1 luciferase reporter | inhibition, % at 3.6 µM | actives 0.12% (n = 360,000) | AID 588354, 2011;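 active = inhibition above the campaign mean plus 3 SD, with each screening campaign given its own cutoff, cut at about 60% in these data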;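 also: 0% = DMSO treated cells and 100% = gossypol at 36 µM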
Shn3 3UTR inh: reduction of Shn3 3'UTR firefly luciferase signal, primary screen, Schnurri-3 inhibitor project, cell-based, Clone20 osteoblasts, set 2. Clone20 osteoblast Shn3 3'UTR firefly luciferase, 24 h. inhibition, % at 12.5 µM. actives 0.52% (n = 360,000);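 active = mean inhibition of at least 75% with every replicate also reaching 75%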;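 also: 0% = median of neutral control wells and 100% = pilot-screen positive control compound; some compounds past the cut are filed as inactive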
C8 TRAIL sens: viability loss with TRAIL in NB7+C8 cells, primary screen, TRAIL sensitizer project, cell-based, ATPlite luminescence; AID 624354, 2012; actives 1% (n = 360,000); inhibition (viability loss, TRAIL sensitization), % at 10 µM;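 active = compounds causing at least 50% loss of cell viability in the single-dose screen, relative to plate controls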
TROY signal inh: inhibitors of TROY-driven NF-kB signaling, primary screen, Q293 LMP1-TROYcd cells, NF-kB luciferase, uHTS; inhibition, % at 10 µM; AID 1347056, 2019; Q293 LMP1-TROYcd NF-kB luciferase reporter, 4 h; actives 0.98% (n = 360,000);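 active = compounds whose plate-normalised and pattern-corrected inhibition of the luciferase reporter signal at the single screening dose is 50% or more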
CF NFkB inh: inhibitors of PAF-induced NF-kB signaling, primary screen, cell-based, GFP fluorescence, uHTS; AID 588850, 2011; KKLEB NF-kB-GFP reporter, GFP fluorescence overnight; actives 0.86% (n = 360,000); inhibition, % at 5 µM;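 active = at least 50% inhibition at 5 µM, scaled per plate between neutral and stimulator controls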;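 also: PAF is a Pseudomonas aeruginosa culture filtrate used as stimulus; plate controls were PAF-stimulated DMSO wells for no effect and unstimulated DMSO wells for full effect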
KKLEB tox: cytotoxicity in KKLEB CF airway cells, primary screen, cytotoxicity control for CF NF-kB inhibitor project, cell-based, uHTS, fluorescence assay plates. activity change (cytotoxicity), % at 5 µM. actives 0.36% (n = 360,000). KKLEB CF airway cells viability, ATPlite luminescence, overnight; hits give low values; cells stimulated with P. aeruginosa culture filtrate. AID 602141, 2011;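 active = corrected activity change at or below -50% at 5 µM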
COUP-TFII inh: NR2F2 transcriptional activity inhibitors, primary screen, cell-based, luciferase reporter, HEK293T, luminescence; AID 686940, 2013; inhibition, % at 8.6 µM; actives 0.7% (n = 370,000); HEK293T NGFI-A luciferase reporter; COUP transcription factor 2 (Homo sapiens), P24468;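 active = inhibition above a per-plate cutoff, mean inhibition of test wells between control levels plus 3 SD, cut at about 38% in these data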;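 also: cells cotransfected with COUP-TFII expression vector driving the NGFI-A reporter; 0% = median of COUP-TF2 test wells and 100% = reporter-only cells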
Target sequence (P24468 whole entry, looked up): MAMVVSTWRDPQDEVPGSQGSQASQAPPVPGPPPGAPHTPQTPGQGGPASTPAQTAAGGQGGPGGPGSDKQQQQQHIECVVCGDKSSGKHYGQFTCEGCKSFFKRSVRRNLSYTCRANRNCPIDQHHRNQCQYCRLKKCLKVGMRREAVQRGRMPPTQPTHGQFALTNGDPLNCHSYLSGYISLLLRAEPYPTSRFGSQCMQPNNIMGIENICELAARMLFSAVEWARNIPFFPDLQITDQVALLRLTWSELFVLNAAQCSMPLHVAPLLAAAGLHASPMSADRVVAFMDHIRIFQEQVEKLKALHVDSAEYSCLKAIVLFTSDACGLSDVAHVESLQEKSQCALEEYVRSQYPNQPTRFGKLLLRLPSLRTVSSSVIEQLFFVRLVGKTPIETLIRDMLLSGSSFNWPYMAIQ
TWEAK-Fn14 inh: inhibitors of TWEAK-Fn14 signaling, primary screen, luciferase reporter cells, uHTS | TWEAK-stimulated Fn14 reporter cells, luciferase luminescence, 8 h | inhibition, % at 10 µM | actives 2% (n = 360,000) | AID 1159606, 2016; in the data active = inhibition above about 50%
SRC3 inh: SRC3 coactivator transcriptional activity inhibitors, primary screen, cell-based, luminescence | Nuclear receptor coactivator 3 (Homo sapiens), Q9Y6Q9 | HEK293 GAL4-SRC3 luciferase reporter | inhibition, % at 3.6 µM | actives 0.17% (n = 360,000) | AID 588352, 2011;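 active = inhibition above a per-campaign cutoff, the mean of all compounds plus 3 SD, cut at about 60% in these data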;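 also: 0% = DMSO-treated cells and 100% = gossypol-treated cells at 36 µM; higher means less SRC3-driven luciferase light from the GAL4 reporter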
LMP1 NFkB inh: EBV LMP1-driven NF-kappaB luciferase reporter inhibitors, primary screen, cell-based, luminescence, single point | actives 0.69% (n = 350,000) | inhibition, % at 12.5 µM | LMP1-induced NF-kappaB luciferase reporter cells; in the data active = inhibition above about 41%;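 also: 0% = neutral control wells and 100% = reference inhibitor control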
LRH-1 inv ag: LRH-1 (NR5A2) inverse agonists, primary screen, cell-based, luminescence, HEK293T, StAR-luciferase reporter; LRH-1 transfected, 24 h; inhibition, % at 3.6 µM; actives 0.13% (n = 360,000);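 active = inhibition above the mean inhibition of all tested compounds plus 3 SD, cut at about 73% in these data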;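 also: 0% = DMSO wells and 100% = reporter-only cells lacking LRH-1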
Target sequence (O00482 whole entry, looked up): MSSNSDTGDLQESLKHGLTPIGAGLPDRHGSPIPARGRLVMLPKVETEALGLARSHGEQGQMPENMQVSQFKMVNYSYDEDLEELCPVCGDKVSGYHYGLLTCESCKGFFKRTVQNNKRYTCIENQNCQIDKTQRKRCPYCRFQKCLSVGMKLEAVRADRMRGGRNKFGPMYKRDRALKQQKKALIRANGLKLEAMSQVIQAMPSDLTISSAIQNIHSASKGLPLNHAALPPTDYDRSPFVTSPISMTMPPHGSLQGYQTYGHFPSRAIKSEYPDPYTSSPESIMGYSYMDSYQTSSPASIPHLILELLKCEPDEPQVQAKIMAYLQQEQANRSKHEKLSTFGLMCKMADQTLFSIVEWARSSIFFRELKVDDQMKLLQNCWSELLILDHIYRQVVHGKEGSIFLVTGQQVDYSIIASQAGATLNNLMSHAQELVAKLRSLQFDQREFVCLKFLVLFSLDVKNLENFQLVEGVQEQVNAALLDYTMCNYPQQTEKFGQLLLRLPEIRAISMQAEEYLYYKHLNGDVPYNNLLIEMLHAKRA
* marks the source's active call; other numbers are inactive results; . = not tested or not shown. Some of the compounds tested; the hit share may differ from the screen's.

SMILES	NCOA1 inh	Shn3 3UTR inh	C8 TRAIL sens	TROY signal inh	CF NFkB inh	KKLEB tox	COUP-TFII inh	TWEAK-Fn14 inh	SRC3 inh	LMP1 NFkB inh	LRH-1 inv ag
COCc1cc(C)nc2sc3c(=O)n(-c4cccc5ccccc45)nnc3c12	-15.3	16.2	-3.3	2.2	3.9	-19.0	-2.8	0.2	6.8	-4.5	6.2
CC(C)C(NS(=O)(=O)c1cccc2nsnc12)C(=O)NC1CCCCC1 (stereo not drawn)	-23.1	-6.4	26.6	-1.3	-0.4	5.8	11.8	8.2	4.6	-4.4	-4.2
CCOc1cc(/C=N/NC(=O)C(=O)NCc2ccc3c(c2)OCO3)ccc1OCC(=O)N1CCOCC1	23.2	-21.8	-1.9	-3.3	5.8	1.5	12.0	5.3	8.1	1.5	-4.5
CC(C)CC(=O)Nc1cccc(-c2nc3ncccc3o2)c1	3.0	7.2	1.9	7.4	-5.5	1.0	10.0	-3.3	4.7	-3.5	-1.8
COc1cc(OC)cc(C(=O)Nc2ccc(N3CCN(C(=O)c4cccs4)CC3)cc2)c1	11.2	4.0	29.0	2.4	-7.8	-16.0	-0.4	-0.5	12.4	11.1	11.8
C=CCN1C=C(C(C)=O)C(=O)CC1	10.8	3.5	4.1	-5.7	1.3	9.6	4.0	12.7	-9.0	-2.4	-16.9
O=C(O)CC12CC3CC(C1)CC(n1ncc(NCc4ccc(F)cc4)c(Cl)c1=O)(C3)C2	-25.9	-16.7	-11.8	2.6	5.3	-4.6	-0.3	-4.1	-9.3	5.0	-0.6
Cc1ccc(-c2noc(C3CCCN(C(=O)c4cccc(F)c4)C3)n2)cc1 (stereo not drawn)	-23.5	8.9	-2.5	2.6	-15.7	1.0	7.2	-4.6	-11.3	3.4	-15.0
C=CCn1c(SCC(=O)c2c(N)n(C)c(=O)n(C)c2=O)nnc1-c1ccoc1C	-1.4	5.0	-12.2	2.3	7.2	-11.7	-3.7	5.9	-5.1	-5.8	18.4
O=C(N/N=C/c1ccc2c(c1)OCO2)c1cccnc1	-10.9	-38.7	5.8	-9.1	-6.3	-14.7	-5.7	-14.2	-28.4	-14.5	-20.3
CCOC(=O)N1CCC(N2C(=O)c3ccc(C(=O)Nc4ccc(OC)c(OC)c4)cc3C2=O)CC1	-2.4	15.6	-5.2	-11.1	-13.4	7.0	-8.1	-5.0	-3.1	4.7	-7.3
CCCCOCCCNC(=O)COc1ccccc1	-13.3	10.2	-1.4	-29.7	1.1	-9.7	-0.7	5.5	-1.0	7.6	-10.5
Cc1cccn2c(=O)c3cc(C(=O)NC4CCCCC4)c(=N)n(Cc4ccccc4)c3nc12	-7.1	31.2	1.2	5.1	26.9	-12.3	-10.9	-16.9	-10.6	12.4	17.2
CCOC(=O)C1CCN(c2c(Nc3ccc(C)c(C)c3)c(=O)c2=O)CC1	12.0	2.0	-1.1	-12.1	5.7	-1.3	9.5	3.9	2.6	4.0	-0.7
COc1ccc(O)c(CN2CCN(CCCc3ccccc3)C(CCO)C2)c1 (stereo not drawn)	8.3	2.8	7.8	26.9	-4.7	-13.2	-9.7	24.8	1.4	0.2	-13.9
CCN(CC)C(=O)Cn1c(=O)n(Cc2ccc(F)cc2)c(=O)c2sccc21	-6.4	1.0	2.8	8.8	10.5	-0.2	20.6	1.0	-0.1	1.9	23.6
CCCCCCn1c(CN2CCCCC2)nc2c1c(=O)n(C)c(=O)n2C	9.7	-12.1	-12.1	-15.9	-8.9	2.2	-11.1	-13.7	13.3	-7.0	0.6
C=CCSC1=C(C#N)C(c2ccc(C(C)C)cc2)CC(=O)N1 (stereo not drawn)	10.6	-10.3	-1.5	-6.8	13.7	-5.8	6.8	4.9	5.1	-3.7	19.1
CCOc1cc2[nH]c(=O)n(CCCCC(=O)NC3CCCCCC3)c(=O)c2cc1OCC	-11.5	5.6	-13.9	-21.0	8.5	-17.6	-17.3	-14.2	-4.3	10.9	-16.3
O=C(O)C1Cc2ccccc2CN1S(=O)(=O)c1ccc(Cl)cc1 (stereo not drawn)	-14.8	5.9	2.5	11.6	59.1*	-77.7*	9.6	6.9	3.2	2.4	20.6
Cn1c(=O)oc2cc(S(=O)(=O)CCC(=O)N3CCN(c4ccccc4F)CC3)ccc21	13.1	-13.5	0.1	-9.8	-13.5	-3.9	16.4	31.0	20.4	1.7	0.6
CCOc1c2ccc(C(=O)NCc3ccc(OC(F)(F)F)cc3)cc2nn1C	-12.5	-8.6	2.1	0.1	5.6	8.0	-16.0	-25.1	6.8	9.2	-5.1
CN(C)C(=O)c1cccc(-c2cc(NC=O)c3ncc(-c4ccc(F)cc4)n3c2)c1	-29.7	22.4	-4.2	-1.1	0.1	-4.8	-19.8	28.9	-2.3	.	0.2
Cc1cc(Cl)ccc1OCC(=O)Nc1ccccc1CO	-23.9	-58.3	2.3	-30.9	4.9	1.7	-13.0	0.5	-35.9	-5.2	-61.8
CCOC(=O)c1nn(-c2ccc(C)cc2)cc1C(=O)c1ccccc1	-92.1	-100.0	52.6*	-46.8	-10.7	-17.3	-32.2	11.1	-88.1	-52.3	-113.2
COC(=O)c1ccc(COc2ccc(/C=N/Nc3nc(C)cc(=O)[nH]3)cc2)cc1	-60.6	.	-9.2	-18.7	-22.3	5.9	-15.6	-16.5	-31.2	-1.6	-15.9
CCn1c(CSc2n[nH]c(N)n2)nc2cc(C(=O)O)ccc21	-5.8	9.9	-6.5	-6.9	0.6	-3.4	8.5	2.0	17.6	4.2	18.5
CC(C)C(OC(=O)C1=Cc2ccccc2OC1)C(=O)NC1CCCC1 (stereo not drawn)	-0.1	11.2	12.9	-12.4	4.4	4.8	3.5	24.4	28.8	9.0	2.8
COC(=O)c1[nH]c(C)c(/C(O)=C2\C(=O)C(=O)N(CCN(C)C)C2c2cc(OC)ccc2OC)c1C (stereo not drawn)	2.0	34.9	-14.1	18.2	-12.1	5.7	0.2	-4.1	2.3	-0.3	1.9
COC(=O)c1c(C)[nH]c(C(=O)C(C)OC(=O)c2cc(C)oc2C)c1C (stereo not drawn)	-4.5	56.4	11.8	12.3	3.8	2.2	27.5	27.4	9.6	6.7	3.2
Cc1cc[n+](CC(=O)c2cccc([N+](=O)[O-])c2)c2ccccc12	-13.7	-5.2	21.2	-0.1	16.1	-7.2	4.1	9.6	-10.1	2.7	18.7
Cc1cccc(C(=O)NCC(=O)OC(C)C(=O)Nc2ccc(Cl)cn2)c1 (stereo not drawn)	-5.2	-2.3	7.3	-18.1	10.6	-6.3	-1.5	5.3	-10.9	-2.1	-5.3
CCOC(=O)C1CCN(C(=O)c2ccc3c(=O)n4nc(Nc5ccccc5)sc4nc3c2)CC1	-5.3	12.6	-2.9	1.7	-3.1	2.0	-0.7	-6.7	7.4	-6.4	-12.9
O=C(COc1ccccc1)N1CCNC1=O	-9.6	-4.9	-8.0	10.5	5.6	3.2	4.5	-16.6	4.5	-0.3	6.3
COc1ccc(CC(=O)Nc2cc(S(=O)(=O)N3CCCCC3)ccc2C)cc1	-4.6	7.3	5.0	11.9	-11.1	4.0	-18.2	-8.3	-7.2	-9.9	-9.0
CC(CNC(=O)CCC(=O)N1CCOc2ccccc21)c1ccccc1 (stereo not drawn)	12.8	2.7	-2.3	3.1	22.3	-5.1	8.0	1.2	16.6	-30.5	5.8
COc1ccc(NC(=O)CN(C)C(=O)CC2CCCC2)cc1	5.8	2.0	-0.1	-0.1	-6.1	-9.7	-8.0	16.2	-16.9	-2.8	-4.5
COc1ccc(Cc2nnc(NC(=O)CSc3ccc(C)cc3)s2)cc1	-40.4	-7.0	2.6	-26.1	12.0	-2.6	2.9	-31.2	0.7	6.6	-44.6
Cc1ccc(S(=O)(=O)N(C)C)cc1NC(=O)CSc1nc2ccccc2c(=O)n1CC1CCCO1 (stereo not drawn)	-11.1	1.0	3.5	-8.1	-0.2	-0.8	20.4	-24.1	0.5	7.4	-1.5
COc1ccccc1CN(Cc1nc2ccccc2c(=O)[nH]1)S(=O)(=O)c1ccc2ccccc2c1	32.1	20.7	28.0	46.6	33.1	-15.5	10.4	55.0*	22.1	9.6	-0.6
COC(=O)N1C(=O)[C@](CC(C)C)(c2ccccc2)N1C(=O)OC	-9.0	-8.1	16.5	2.0	29.5	-4.9	0.4	35.1	9.3	8.6	4.1
COc1cc(/C=C2/SC(=O)N(Cc3ccccc3)C2=O)ccc1OCc1ccncc1	-4.2	29.2	10.9	16.1	2.2	-10.0	8.7	-4.4	-9.8	13.0	14.8
CCCC1=NCCn2cccc21	-8.4	-2.7	-7.1	11.0	8.7	-4.3	18.6	10.8	11.6	3.0	-0.9
COCCN1C(=O)COc2ccccc2C1C(=O)NC1CCCC1 (stereo not drawn)	.	.	10.0	-9.7	.	.	-14.1	20.9	.	.	-27.9
O=c1c(-c2ccc(Br)cc2)[n+]([O-])c2ccccc2n1OCc1ccccn1	-21.9	16.2	-7.0	20.1	-3.0	6.8	3.4	-25.6	10.0	0.7	-10.6
COC(=O)c1ccccc1COc1cccn2c(N(C)C(=O)CCC3CCCC3)c(C)nc12	1.1	23.7	-5.6	17.1	26.2	-11.9	8.4	28.9	12.2	.	-9.8
Fc1cc(Br)ccc1NC(=S)NCCc1ccccc1	-24.0	-25.0	9.9	-23.9	5.8	5.6	-11.5	1.1	-26.6	-4.0	-31.6
CCOc1ccc(/C(O)=C2/C(=O)C(=O)N(CC3CCCO3)C2c2cccs2)cc1 (stereo not drawn)	1.3	-14.8	5.6	-33.4	6.3	-8.5	6.5	-25.5	13.3	9.9	6.7
COCCCNC(=O)c1cccc2c(-c3cccc(C(N)=O)c3)coc12	-10.0	-1.8	-25.6	-12.6	6.7	-6.4	-38.5	8.5	9.0	.	28.0
